# Source: PubChem (National Center for Advancing Translational Sciences (NCATS))
# ALOX12 inh – blocks human arachidonate 12S-lipoxygenase; purified 12hLO, xylenol orange hydroperoxide absorbance; Potency, µM (titrated, usually from 108 µM), for inactives: at the top dose activity change, negative = inhibition, usual class: inhibitors; actives 1.1% (n = 580,000); active = well fitted inhibition curve with a large enough effect; inconclusive = small, poorly fitted or top-dose-only effect, or another doubt; inactive = no such curve, though single readings can be large or run the other way
# Target sequence (P18054 whole entry, looked up): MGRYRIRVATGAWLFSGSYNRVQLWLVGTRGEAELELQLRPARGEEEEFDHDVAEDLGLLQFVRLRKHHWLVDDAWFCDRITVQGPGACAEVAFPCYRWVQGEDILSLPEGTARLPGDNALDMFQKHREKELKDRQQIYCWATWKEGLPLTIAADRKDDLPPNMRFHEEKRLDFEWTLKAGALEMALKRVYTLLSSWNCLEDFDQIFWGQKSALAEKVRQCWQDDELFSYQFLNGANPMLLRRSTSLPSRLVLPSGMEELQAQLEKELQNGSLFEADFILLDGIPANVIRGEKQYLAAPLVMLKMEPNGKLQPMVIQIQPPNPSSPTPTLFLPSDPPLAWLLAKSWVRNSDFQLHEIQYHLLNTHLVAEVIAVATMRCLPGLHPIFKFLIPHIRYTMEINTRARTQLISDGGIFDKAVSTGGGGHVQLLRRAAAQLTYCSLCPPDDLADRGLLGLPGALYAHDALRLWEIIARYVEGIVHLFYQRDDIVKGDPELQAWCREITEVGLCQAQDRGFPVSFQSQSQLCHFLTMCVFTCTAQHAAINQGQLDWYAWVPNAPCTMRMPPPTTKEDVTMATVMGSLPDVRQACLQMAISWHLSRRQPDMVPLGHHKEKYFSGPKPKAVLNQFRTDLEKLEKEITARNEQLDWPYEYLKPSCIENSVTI
#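 Purified human 12hLO at 150 nM in 25 mM Hepes, 0.01% Triton X-100, pH 7.0, preincubated 15 min at room temperature with compound. Reaction started with 40 uM arachidonic acid, 30 min at room temperature. Hydroperoxide measured by Fe-xylenol orange, 573/405 nm absorbance ratio.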
# * = called active by the depositor; ? = inconclusive; [ ] = another dose, or the depositor's remark. % is set by controls: 0 for no effect and ±100 for the full control effect; potency is the fitted concentration of half-maximal effect. Some of the compounds tested; rates above refer to the full screens.
# The opening five compounds, ahead of the listing:
SMILES,ALOX12 inh
CCOc1ccccc1NC(=O)Nc1ccc(-c2nnc3n2CCCC3)cc1,18.9%
CCCN(C1CCS(=O)(=O)C1)S(=O)(=O)c1ccc(OC)cc1 (stereo not given),11.7%
N#CCc1ccc(OCc2ccc(C#N)cc2)cc1,?
Cc1cccnc1NC(=O)c1ccc(C2SCCCS2)cc1,3.3%
N#Cc1ccccc1CN1CCNc2nc(CNCc3ccc4c(c3)OCO4)n(Cc3ccccc3)c2C1=O,60.9%[activator]

# All compounds of this part (from the top)
SMILES,ALOX12 inh
CCOc1ccccc1NC(=O)Nc1ccc(-c2nnc3n2CCCC3)cc1,18.9%
CCCN(C1CCS(=O)(=O)C1)S(=O)(=O)c1ccc(OC)cc1 (stereo not given),11.7%
N#CCc1ccc(OCc2ccc(C#N)cc2)cc1,?
Cc1cccnc1NC(=O)c1ccc(C2SCCCS2)cc1,3.3%
N#Cc1ccccc1CN1CCNc2nc(CNCc3ccc4c(c3)OCO4)n(Cc3ccccc3)c2C1=O,60.9%[activator]
CC(C)C(=O)N1Cc2ccccc2CC2(CCN(CC3CCNC3)CC2)C1 (stereo not given),0.3%[6.33 µM]
Oc1c(Cl)cccc1C=Nc1cc(C(F)(F)F)ccc1Oc1ccccc1,-25.7%
CCC/C=N/NC(=O)c1ccccc1C,-21.0%
C[C@@H]1CN(C(=O)c2cnc3c(O)cccn3c2=O)CC[C@@]1(O)C1CCC1,93.8%[activator]
COC(=O)Cc1csc(NC(=O)Cc2c(C)c3ccc(OC)cc3oc2=O)n1,19.2%
CC(C)CNC(=O)c1cccc2c(-c3cccc(C(N)=O)c3)coc12,-12.6%
COC(=O)[C@@]12C[C@@H](CC(=O)NCc3cccc4ccccc34)C(=O)N(Cc3ccccc3)C1=CCC(C)(C)C2,1.5%
COCCN1CC(CO)C2(CCN(C3CCSCC3)CC2)C1 (stereo not given),159.0%[activator]
COc1ccc(/C=C2/SC(=O)N(CCNC(=O)C3CC(=O)N(Cc4ccccc4)C3)C2=O)cc1 (stereo not given),?
Cc1ccc(CN2CCN(C(=O)C3(Cc4cccnc4)CCCCC(=O)N3)CC2)cc1 (stereo not given),13.9%
CC1(C(=O)NS(C)(=O)=O)CCN1C(=O)Cc1ccc(Cl)cc1Cl (stereo not given),-4.3%
Cc1cc(C)n(Cc2ccc(C(=O)N3CCC(N4C[C@H](O)C[C@H]4C(=O)NC4CCCCC4)CC3)o2)n1,30.4%[activator]
CCC(CC)NC(=O)Nc1ccccc1F,?
CCc1cc(-c2nnn(CCC3COCCO3)c2CC)cc(CC)c1-c1cn(Cc2ccc3ccccc3c2)nn1 (stereo not given),?
CC(C)CC(NC(=O)C(c1ccccc1)C(C)C)c1ccccc1 (stereo not given),-20.6%

# 6 of the compounds above, as tab-separated lines:
molecule	ALOX12 inh
COc1ccc(/C=C2/SC(=O)N(CCNC(=O)C3CC(=O)N(Cc4ccccc4)C3)C2=O)cc1 (stereo not given)	?
Cc1ccc(CN2CCN(C(=O)C3(Cc4cccnc4)CCCCC(=O)N3)CC2)cc1 (stereo not given)	13.9%
CC1(C(=O)NS(C)(=O)=O)CCN1C(=O)Cc1ccc(Cl)cc1Cl (stereo not given)	-4.3%
Cc1cc(C)n(Cc2ccc(C(=O)N3CCC(N4C[C@H](O)C[C@H]4C(=O)NC4CCCCC4)CC3)o2)n1	30.4%[activator]
CCC(CC)NC(=O)Nc1ccccc1F	?
CCc1cc(-c2nnn(CCC3COCCO3)c2CC)cc(CC)c1-c1cn(Cc2ccc3ccccc3c2)nn1 (stereo not given)	?

# (listing goes on)
SMILES,ALOX12 inh
O=[N+]([O-])c1ccc(SN2CCCCC2)c([N+](=O)[O-])c1,-4.8%
CC(C)C[C@@H]1N[C@H](C(=O)NCCOc2ccccc2)Cc2cn(C)c3cccc1c23,34.6%[activator][176 µM]
CC(C)(C)NC(=O)C[C@@H]1CCNC[C@@H]1Cc1cc(CC2CCCCC2)on1,?
O=C(CCCc1ccccc1)N1CCC([C@@H]2CNC[C@H]2CO)CC1,32.0%[activator]
Cc1noc(C)c1S(=O)(=O)N1C[C@@H](F)C[C@H]1C(=O)N1CCc2ccccc2C1,27.7%
N#Cc1cccc(CN2C[C@@H](CO)[C@H](c3ccccn3)C2)c1,49.6%[activator]
COc1ccc(CN2CC(CNc3ccccc3)C3(C2)CN(c2ccccc2)C3)cc1O (stereo not given),?
CC(C)NC(=O)N1C[C@@H]2C[C@H]1C(=O)N(C)c1ccccc1O2,15.2%[176 µM]
CC(=O)Nc1cccc(C(=O)N2CCC3(CC2)NC(=O)N(c2cccc(Cl)c2)N3)c1,1.41µM*
O=C(Cc1cccc(F)c1)N1CCC(c2nc(-c3ccccc3)no2)C1 (stereo not given),9.2%
CSc1nccc(N2CCC3(CCCN(C(C)C)C3=O)C2)n1 (stereo not given),49.8%
NC(=O)c1ccc(OCC2CCCCC2)cc1,1.4%
C[C@@H](NC(=O)C12CC3CC(CC(C3)C1)C2)c1onc(-c2ccccc2)c1C(=O)O,24.1%[176 µM]
COc1ccc(CNC(=O)N2CC(c3nc(CCOCC4CCOCC4)no3)C2)cc1,28.6%
CCCn1c(=O)n(CC(=O)Nc2ccc(C)c(F)c2)c(=O)c2c1nc(C)n2CCOC,12.6%
Cc1cc(C)c(O)c(-c2n[nH]c3c2C(c2ccc(Cl)c(Cl)c2)N(CCCO)C3=O)c1 (stereo not given),?
CC(C)(C)CC(=O)NCCc1ccsc1,-4.2%
COc1ccc(-c2ccnc3nc(C4CC4)nn23)c(F)c1,-5.7%
Cc1nc(Nc2nc(CCC(C)C)cc(=O)[nH]2)nc2c(C)cccc12,-4.8%
CC(C)N1C(=O)OCC12CCN(Cc1ccc3c(c1)CCO3)C2 (stereo not given),?
O=C(COc1ccc2ccc(=O)oc2c1)NC1CC1,1.1%
CCOc1c(Br)cc(C(=O)Oc2cccc(F)c2)cc1OC,9.8%
COc1ccc(C(=O)N2CCC3(CC2)NC(=O)N(c2ccc(F)cc2)N3)cc1OC,?
CC(=O)c1c(C)[nH]c(C(=O)C(C)OC(=O)c2cc(F)cc(F)c2)c1C (stereo not given),1.1%
CCN(Cc1ccccc1)C(=O)CC1CCCCN(Cc2ccccc2)C1=O (stereo not given),?
CCCNC(=O)C1(C)CCCN(Cc2c3ccccc3nn2C)C1 (stereo not given),5.4%
N#Cc1cc2cc(Cl)ccc2[nH]c1=O,-18.1%
COc1ccc(C(=O)N2CCC3(CC2)NC(=O)N(Cc2ccccc2)C3=O)cc1OC,4.5%
CC(=O)NCCC(=O)N1Cc2ccccc2CC2(CCCN2CCc2ccc(C)cc2)C1 (stereo not given),?
CC(C(=O)NC(C)(C)C)n1c(-c2ccc3c(c2)OCO3)nc2ccccc21 (stereo not given),8.0%
CSCC(=O)N1CCC(c2nnc(CN3CCN(C)CC3)n2C)CC1,49.0%[activator]
Cc1ccc(CNC(=O)N2CC[C@H]3C(=O)NCCCCCN(Cc4cccnc4)[C@@H]3C2)cc1,51.7%[activator]
CCC1CCCCN1C(=S)NN=C(C)c1ccccn1 (stereo not given),?
N#Cc1ccc(NC(=O)c2ccc3c(c2)OCCCO3)cc1,-18.5%
COC(=O)C1=C(C)N(Cc2ccc(C(F)(F)F)cc2)C(=NCc2ccc(C(F)(F)F)cc2)NC1c1ccccc1C(F)(F)F (stereo not given),-11.6%
CC(C)N(C(=O)c1cccc(I)c1)C(C)C,-18.3%
O=C(COCc1cc(-c2ccc(F)cc2)on1)Nc1ccccc1F,-0.4%
COC(=O)C(C)Oc1cc(C)cc2oc(=O)cc(-c3ccccc3)c12 (stereo not given),16.4%
FC(F)(F)c1ccccc1CNCc1ccco1,?
Cc1ccc(C(=O)NC2CCN(c3cc(-c4ccc(F)cc4)[nH]n3)C2)cc1 (stereo not given),-17.6%

# Rewritten tab-delimited: entries from further up.
Molecule	ALOX12 inh
CCC1CCCCN1C(=S)NN=C(C)c1ccccn1 (stereo not given)	?
CCCNC(=O)C1(C)CCCN(Cc2c3ccccc3nn2C)C1 (stereo not given)	5.4%
COc1ccc(C(=O)N2CCC3(CC2)NC(=O)N(Cc2ccccc2)C3=O)cc1OC	4.5%

# Ordered by value in ALOX12 inh (descending): some entries from above.
SMILES,ALOX12 inh
CCOc1c(Br)cc(C(=O)Oc2cccc(F)c2)cc1OC,9.8%
COc1ccc(C(=O)N2CCC3(CC2)NC(=O)N(Cc2ccccc2)C3=O)cc1OC,4.5%
CC(C)N(C(=O)c1cccc(I)c1)C(C)C,-18.3%

# Other results follow.
SMILES,ALOX12 inh
O=C(Cn1ncc2ccccc2c1=O)NCCCC1CCCC1,0.2%
CN(Cc1cccnc1)c1nc2c(c(=O)[nH]1)CCN(Cc1cccc(Cl)c1)CC2,48.6%[activator]
CCOC(=O)C(NC(=O)c1ccccc1)c1ccccc1 (stereo not given),-34.1%
C=C(c1ccc2cc(OC)ccc2c1)[C@H](C#N)C1CCCC1,?
O=C(NCCN1CCC(n2c(=O)[nH]c3ccccc32)CC1)C(c1ccccc1)c1ccccc1,?
COc1ccc(C(=O)C2CCN(CCS(=O)c3ccccc3)CC2)cc1 (stereo not given),-28.5%
COCCc1noc([C@@H]2CN(Cc3cccc(C#N)c3)C[C@H]2CO)n1,35.8%[activator]
CCc1ccccc1NS(=O)(=O)c1c(C)[nH]c(C)c1C(=O)N1CCCC1,?
O=C(COc1ccc2nc3n(c(=O)c2c1)CCC3)NC1CCCCC1,-24.0%
CC(Oc1ccc(C#N)cc1)C(=O)NC(C1CC1)C1CC1 (stereo not given),-19.2%
CC(C)(C(=O)N1CCC1(C)C(=O)NS(=O)(=O)c1ccccc1Cl)c1ccccc1 (stereo not given),-3.0%
C#Cc1cccc(NC(=O)Cc2cccc(OC)c2)c1,3.0%
CC(C)(O)Cn1c(NC(=O)c2ccc(-c3cn[nH]c3)s2)nc2cc(CN3CCOCC3)ccc21,14.3%[57.4 µM]
CCc1ccc(N2CC(c3noc(-c4cc(OC)c(OC)c(OC)c4)n3)CC2=O)cc1 (stereo not given),0.9%
CNC(=O)N1CCC(C2CCN(C(=O)NCc3ccc(F)cc3)C2)CC1 (stereo not given),0.8%
Fc1ccccc1N1CCN(c2nc(-c3cccnc3)nc3ccccc23)CC1,0.1%
O=C(c1ccc(-c2ccc(F)cc2)s1)N(Cc1ccco1)C1CC1,-47.5%
Cc1sc2nc(SCc3noc(C(C)(C)C)n3)n(C)c(=O)c2c1C,-25.7%
Oc1cc(-c2nc3ccccc3s2)cc2c1OCCN(Cc1cn[nH]c1-c1ccc(Cl)cc1)C2,8.2%
Cc1ccc2oc([C@H]3CCN(Cc4c[nH]c5ccccc45)C3)nc2c1,-17.4%[176 µM]
Cc1ccc(N2C(=O)c3cc(-c4ccco4)nn3CC2(C)C(=O)NC2CCCCC2)cc1 (stereo not given),?
COc1ccc(C(=O)N2CCC3(CC2)NC(=O)N(Cc2ccc(F)cc2)C3=O)cc1OC,-7.0%
CCc1nc(CNCc2cccc(NC(=O)c3ccc(F)cc3)c2)cs1,2.4%
Cc1ccsc1C(=O)OCC(=O)OC1CC(C)CCC1C(C)C (stereo not given),-31.6%
CC(C)C(=O)Nc1ccc2[nH]cc(C(C(=O)O)N3C[C@H](C)C[C@H](C)C3)c2c1 (stereo not given in full),-8.4%
CN(C)c1ccc(C(=O)NCc2coc(-c3cccs3)n2)cc1[N+](=O)[O-],-7.7%
COc1ccc(NCCC(c2ccc(F)cc2)c2ccc(Cl)cc2)cc1 (stereo not given),?
O=C(CN1C(=O)NC2(CCOCC2)C1=O)NCCCc1ccccc1,19.6%
O=C(CCSc1nc2ccccc2s1)NC1CCc2ccccc21 (stereo not given),7.5%
Cc1cccc(OC(C)C(=O)Nc2nc(-c3cccnc3)cs2)c1 (stereo not given),-1.2%
c1ccc2c(c1)Cc1cccnc1-2,-3.8%
Nc1ncnc(Nc2ccc(Cl)cc2)c1[N+](=O)[O-],29.9%
COc1ccc(CN(C)Cc2cc(=O)oc3ccc(C)cc23)cc1,5.5%
CCn1nccc1C(=O)N1CCC(N2C[C@H](O)C[C@H]2C(=O)NC2CCCCC2)CC1,51.4%[activator]
CCCC1c2nccn2CCCN1C(=O)CCc1c(C)noc1C (stereo not given),14.8%
Cc1cccc(N2CCN(c3cc(C(=O)O)c4cc(NC(=O)c5ccccc5)ccc4n3)CC2)c1,?
Cc1ccc(NC(=O)CC2C(=O)OCCN2Cc2ccccc2)cc1Cl (stereo not given),?
CCCN1CCC(N(C)C(=O)Nc2ccc(F)cc2F)CC1,?
CC(C)c1noc(-c2cccn3c(CNC(=O)c4ccncc4)nnc23)n1,53.1%[activator]
Cc1ccc(-c2cnc(-c3ccccc3C(=O)NCc3ccccc3)o2)cc1,3.4%
COc1ccc(C(=O)N2CC[C@@H]3CN(S(C)(=O)=O)[C@@H]3C2)cc1F,11.2%
NC(=O)NC(=O)CSc1ncnc2ccccc12,-24.4%
CCOCCCNc1ncnc2c1CN(C1CCCNC1)C(=O)CN2C (stereo not given),?
CC(C)C(=O)N1CCC(O)(c2ccccc2)[C@H](N(C)C)C1 (stereo not given in full),66.1%[activator]
Cc1ccc(C(=O)c2sc(Nc3ccccc3)nc2N)c(C)c1,?
O=C(NCc1ccccn1)c1ccc(N2CC3CC(C2)[C@H]2CCCC(=O)N2C3)nc1 (stereo not given in full),93.2%[activator]
O=C(Nc1nc2ccc(F)cc2s1)c1nn(-c2ccccc2)ccc1=O,-1.4%
Cc1cccc(-c2cnc3n[nH]c(-c4ccccc4)c3n2)c1,27.7%[176 µM]
CCCCc1nn(CC(=O)NCc2c(C)noc2C)c(=O)n1-c1ccccc1,0.5%
O=C(Nc1ccc2c(c1)OCO2)N1CCc2onc(-c3ccc(F)c(F)c3)c2C1,28.6%
CCCCOc1cccc(-c2cc(C(=O)O)c3ccccc3n2)c1,?
CC(C)(C)NC(=O)CC1(C(=O)N2CCC(c3c[nH]c4ccccc34)CC2)CCCC1,?
O=C(Nc1ccc2[nH]c(=O)[nH]c2c1)C(Cc1ccccc1)n1cnnn1 (stereo not given),-10.3%
